KCNH2 3.1 block: blocks the human KCNH2 3.1 channel isoform. U2OS KCNH2 3.1, thallium flux FluxOr; active compounds read low. activity change, % (tested at about 1.8 µM). actives 0.95% (n = 340,000). AID 720553;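 active = maximum activity change below -70%; inconclusive = maximum activity change from -70% to -50%; inactive = maximum activity change above -50%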;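 note: thallium influx rate constant from kinetic fluorescence after stimulation buffer; % is set by controls: 0 for no effect and ±100 for the full control effect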
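FluxOr-based Tl+ influx in U2OS cells transduced with KCNH2 3.1 virus; rate constants normalized to DMSO controls.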
ELG1 DNA repair: ELG1-dependent DNA repair inhibition | HEK293T ELG1-luciferase reporter, luminescence, 16 h; DNA damage induced by 5-fluorouridine | Potency, µM (doses to about 46.1 µM), inactives show at the highest dose activity change, negative = inhibition, most hits filed as inhibitors | actives 2.3% (n = 330,000); note: potency is the fitted concentration of half-maximal effect; % is set by controls: 0 for no effect and ±100 for the full control effect; nearly all actives have a fitted effect of over 55% in size
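Luminescence from the luciferase reporter, measured 30 min after ONE-Glo reagent at room temperature, was the read-out. Beforehand, 2,000 cells per well were exposed for 16 hr at 37 °C to 5-fluorouridine together with compound or vehicle.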
USP2a inh: blocks human ubiquitin-specific protease USP2a. USP2 core, Ub-CHOP2 coupled fluorogenic reporter, 485/531. AID 463254. O75604. actives 0.01% (n = 330,000). Potency, µM (top dose mostly 38.3 µM), for the others: at the highest dose activity change, negative = inhibition, actives largely listed as inhibitors;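 note: potency is the fitted concentration of half-maximal effect; plate controls were DMSO wells for no effect and full inhibition by NEM control for full effect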
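Deubiquitinase activity read as fluorescence (485/531 nm) after Ub-CHOP2 cleavage activates the enterokinase reporter on its substrate; USP2 core 10nM, Ub-CHOP2 and substrate 25nM each, 30min compound preincubation then 60min RT; data normalized to NEM, curves fitted.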
TCR act: T cell receptor activation; primary human leukocytes, anti-CD3, IL-2 HTRF, 48 h; 330,000 tested, under 10 active; Potency, µM (top dose mostly 9.22 µM), for inactives: top-dose activation of IL-2 secretion, most hits filed as activators; AID 504894; note: % of control where 0% means no effect
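Using a-CD3 beads without co-stimulation, primary human leukocytes were exposed to compounds for 48 hr. An HTRF IL-2 kit measured the cytokine, with europium-to-d2 energy transfer producing emission at 665nm upon 320nm excitation.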
Eya2 phos inh: Eya2 (human) phosphatase inhibition; Potency, µM (titrated, usually from 76.9 µM), inactives show top-dose activity, negative = inhibition, actives largely listed as inhibitors; AID 488837; recombinant Eya2, OMFP fluorescence dephosphorylation (OMFP is methylfluorescein phosphate); actives 0.006% (n = 330,000); O00167; note: potency is the fitted concentration of half-maximal effect; % is set by controls: 0 for no effect and ±100 for the full control effect
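Eya2 protein (added as 0.2 uM solution) was preincubated with compound for 10 min at ambient temperature in 50 mM HEPES pH 7.5, 50 mM NaCl, 5 uM MgCl2, 0.05% BSA, 1 mM DTT. OMFP (added at 50 uM) then reacted 10 min; fluorescence read at 485/525 nm.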
Mito fusion act: mitochondrial division inhibition or fusion activation; S. cerevisiae fusion-defective mutant growth rescue, CellTiterGlo 48 h; actives 0.23% (n = 320,000); AID 485298; Potency, µM (series often up to 46.1 µM), without a hit: top-dose growth rescue (activation), most hits filed as activators;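 note: potency is the fitted concentration of half-maximal effect; % of control where 0% means no effect; nearly all actives have a fitted effect of over 45% in size; temperature-sensitive fusion mutants such as fzo1-1 at 37 °C on non-fermentable ethanol glycerol medium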
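Read-out: ATP-based luminescence (CellTiterGlo, 10 min ambient) reporting growth of fusion-defective ts yeast after 48 hours at 37C on glycerol/ethanol YPEG medium in the presence of compound.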
TRPV1 agonist: human TRPV1 agonism; Q8NER1; activation, % at 8.33 µM; TRPV1-expressing cells, Fluo-8 calcium influx, agonist mode; actives 0.19% (n = 320,000); AID 540275; in the data active = activation above about 80%; inconclusive = between about 30% and that limit; note: 0% is about no effect
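Fluo-8 calcium influx in TRPV1-expressing cells, kinetic read (ex 480/em 520 nm). Compound added and read 3 min for agonist activity, followed by capsaicin at EC20 final and 2 min further read for enhancement.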
hERG WT inh: blocks the wildtype human KCNH2 potassium channel; Q12809; U2OS, BacMam KCNH2, thallium flux FluxOr; active compounds read low; activity change, % at 1.84 µM; actives 0.37% (n = 340,000);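 active = maximum activity change below -70%; inconclusive = maximum activity change between -70% and -50%; inactive = maximum activity change above -50%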; note: % is set by controls: 0 for no effect and ±100 for the full control effect
Target sequence (Q12809 whole entry, looked up): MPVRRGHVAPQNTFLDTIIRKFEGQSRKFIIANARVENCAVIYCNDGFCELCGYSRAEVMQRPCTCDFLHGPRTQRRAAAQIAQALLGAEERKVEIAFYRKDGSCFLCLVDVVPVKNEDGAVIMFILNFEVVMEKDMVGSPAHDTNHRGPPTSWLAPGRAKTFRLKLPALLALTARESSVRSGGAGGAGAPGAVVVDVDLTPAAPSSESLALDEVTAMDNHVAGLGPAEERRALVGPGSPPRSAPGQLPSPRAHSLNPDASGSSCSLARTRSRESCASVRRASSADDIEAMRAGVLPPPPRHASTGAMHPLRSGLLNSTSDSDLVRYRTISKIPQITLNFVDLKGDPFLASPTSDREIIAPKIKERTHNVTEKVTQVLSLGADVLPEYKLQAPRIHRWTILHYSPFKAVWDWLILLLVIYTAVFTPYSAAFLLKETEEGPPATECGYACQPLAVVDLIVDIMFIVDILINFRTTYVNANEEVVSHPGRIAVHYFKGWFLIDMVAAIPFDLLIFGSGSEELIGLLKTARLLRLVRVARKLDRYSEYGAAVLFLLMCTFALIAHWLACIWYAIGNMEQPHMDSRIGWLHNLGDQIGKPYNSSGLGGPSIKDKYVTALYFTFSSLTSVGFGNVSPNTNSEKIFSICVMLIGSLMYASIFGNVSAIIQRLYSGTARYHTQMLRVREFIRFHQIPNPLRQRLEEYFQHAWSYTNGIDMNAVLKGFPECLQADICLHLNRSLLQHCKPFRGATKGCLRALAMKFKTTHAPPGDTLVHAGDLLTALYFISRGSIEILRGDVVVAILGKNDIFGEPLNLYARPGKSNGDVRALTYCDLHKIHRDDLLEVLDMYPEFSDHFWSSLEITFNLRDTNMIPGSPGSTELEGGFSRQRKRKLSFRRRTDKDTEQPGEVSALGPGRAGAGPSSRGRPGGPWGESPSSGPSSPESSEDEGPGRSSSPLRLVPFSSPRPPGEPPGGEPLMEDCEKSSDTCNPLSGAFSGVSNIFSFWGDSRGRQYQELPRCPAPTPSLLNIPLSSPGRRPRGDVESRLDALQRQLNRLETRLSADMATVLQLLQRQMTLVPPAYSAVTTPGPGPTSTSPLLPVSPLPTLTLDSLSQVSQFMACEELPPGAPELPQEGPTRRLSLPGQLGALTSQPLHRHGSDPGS
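U2OS cells were transduced with wild-type KCNH2 virus (2.03 x 10^8 / mL) for 4 h at room temperature, then cultured overnight at 37 C. Thallium flux was read with FluxOr dye. Rate constants were normalized to DMSO controls.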
TSHR antagonist: antagonists of human thyroid stimulating hormone receptor | P16473 | TSHR-expressing cells, TSH-stimulated cAMP HTRF, 2 h; active compounds read low | activity change, negative = inhibition, % at 11.5 µM | actives 0.2% (n = 330,000) | AID 504810;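 active = activity change below a set negative limit, meaning inhibition stronger than a set level, cut at about -70% in these data; inconclusive = activity change between two set negative limits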; note: % is set by controls: 0 for no effect and ±100 for the full control effect
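Read-out is FRET at 665 nm (cryptate excitation 337 nm) from a cryptate-tagged anti-cAMP antibody, competed by cell cAMP against cAMP-d2. Compounds are tested on freshly harvested TSHR cells challenged with 4nM TSH (EC80) for 2 hours at 37 deg C.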
AT treatment: potential ataxia-telangiectasia treatments restoring KAP-1 phosphorylation; […] A-T fibroblasts, KAP-1 phosphorylation AlphaLISA; neocarzinostatin DNA damage 30 min before lysis; Potency, µM (top dose mostly 57.5 µM), inactives show at the highest dose activation, actives largely listed as activators; actives 0.19% (n = 320,000); AID 485349; note: potency is the fitted concentration of half-maximal effect; % of control where 0% means no effect; nearly all actives have a fitted effect of over 45% in size
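ATM-like activity read as KAP-1 phosphorylation via AlphaLISA donor/acceptor antibody pairs after lysis and 6 hr at 25C. Cells were ATM-null patient fibroblasts ([…], hTERT), dosed 60 min, then exposed to the DSB inducer NCS for 30 min.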
Starred values were filed as active, the others as inactive; ? = inconclusive; / = not tested or not shown; [ ] = remark or other dose. Unless noted, calls come from the whole dose curve; as a rule, active = well fitted curve in the direction sought with a large enough effect; inconclusive = small, poorly fitted or top-dose-only effect, or another doubt; inactive = no such curve, though single readings can be large; an effect the other way counts as inactive or inconclusive.

molecule | KCNH2 3.1 block | ELG1 DNA repair | USP2a inh | TCR act | Eya2 phos inh | Mito fusion act | TRPV1 agonist | hERG WT inh | TSHR antagonist | AT treatment
CC(C)(C)c1ccc(C(=O)NNC(=O)CNC(=O)c2cccs2)cc1 | -6 | ? | 5% | -34% | -7% | / | / | 6 | / | 4%
c1cncc(-c2nc3cc4ccccc4cc3[nH]2)c1 | -3 | ? | 0% | 1% | 10% | -5% | / | -5 | -18 | 11%
CCC(C)(c1ccc(C(=O)OC)s1)c1ccc(C(=O)OC)s1 | -2 | -1% | -14% | 0% | -3% | -3% | -1 | -8 | -27 | ?
CCN(CC)C(=O)c1ccccc1NC(=O)c1cccc(S(=O)(=O)N(CC)CC)c1 | 5 | -21% | 2% | 0%[46.1 µM] | 0% | 1% | 1 | 1 | 1 | 2%
Cc1ccc(OCCCC(=O)Nc2nncs2)cc1 | 2 | -2% | 2% | 7% | -6% | -2% | 5 | 4 | -4 | -3%
Cc1ccc(NC(=O)C2C3CCC(O3)C2C(=O)O)cc1Cl (centres undefined) | 3 | 30% | 3% | 0% | -11% | 0% | 1 | 0 | -11 | 5%
O=S(=O)(NCC1(N2CCOCC2)CCCCC1)c1ccccc1Cl | 3 | 8% | 0% | 5% | 6% | 1% | 25 | -3 | 4 | -6%
O=C(NCC1CC1)c1onc(CSc2ccc(F)cc2)c1C(=O)NCC1CC1 | 3 | 1% | -16% | -4% | -29% | 7% | 14 | 11 | 1 | 26%
CN(C)c1ccc(NC(=O)CSc2nc(C3CC3)nc3ccccc23)cc1 | 7 | -10% | 2% | -2% | 1% | -3% | 0 | -9 | -9 | -5%
CCOC(=O)c1nn(-c2ccc(Cl)cc2)c(=O)c(C#N)c1C | 5 | 16% | 1% | -4% | 2% | -2% | 1 | -1 | -2 | 6%
CCOP(=O)(OCC)C(Nc1cccc(C)c1)c1ccc(F)cc1 (centres undefined) | 17 | -2% | -1% | 5%[46.1 µM] | -5% | -3% | 28 | 4 | 6 | -8%
CC(C)N(C(=O)CN1C(=O)NC(c2ccccc2)(c2ccccc2)C1=O)C(C)C | 7 | -1% | -1% | -10% | -2% | 3% | -1 | -3 | -3 | 7%
Cn1c(Sc2nc3ccccc3n2C)nc2ccccc21 | -25 | ? | 3% | -6% | 20% | -6% | / | 5 | 26 | 20µM*
CSc1nsc(SCC(=O)Nc2ccccn2)n1 | 1 | ? | 1% | -3% | 3% | -5% | 0 | -3 | -5 | -1%
COc1cccc(NCc2nnc(SCC(=O)N(C)C3CCS(=O)(=O)C3)n2C2CCCCC2)c1 (centres undefined) | 7 | 14% | 3% | -4% | -11% | -1% | -3 | -3 | -12 | 6%
Cc1ccc(C(C)CCN2CCC(n3nccc3NC(=O)c3ccccc3)CC2)o1 (centres undefined) | -43 | ? | -1% | -5% | -1% | 1% | 4 | 49 | 0 | 14%
CCCN(Cc1nnc(-c2ccccc2Cl)o1)C(=O)c1cccc(S(=O)(=O)N2CCOCC2)c1 | 4 | 8% | -1% | -5% | 8% | 0% | 3 | -15 | -7 | 0%
CCOC(=O)c1[nH]cnc1C(=O)N1CCC(C)CC1 | 3 | 15% | 4% | -1% | -2% | 3% | 1 | 1 | -24 | 0%
CCOC(=O)C1CCN(c2nc3ccccc3nc2C(C#N)C(=O)OCCOC)CC1 (centres undefined) | 2 | ? | 0% | 0% | -9% | 2% | 26 | -5 | -7 | -3%
COC(=O)c1sc(SC)c(S(=O)(=O)C(C)C)c1N/N=C(\C#N)C(=O)c1ccccc1 | 5 | ? | 0% | 8% | 1% | 9% | 1 | -6 | -8 | -15%
Cc1cccc(CS(=O)(=O)c2ncc(Cl)c(C(=O)NCc3ccc4c(c3)OCO4)n2)c1 | -1 | 2% | 0% | 3% | ? | -12% | 3 | -15 | 34 | 2%
COCCNC(=O)c1cn(CCOC)c(=O)c2c1c1ccccc1n2C | 0 | 4% | 0% | 4% | 2% | 6% | 2 | -5 | 1 | 6%
S=c1[nH]nc(-c2ccccn2)n1/N=C/c1ccc(Br)s1 | -9 | ? | 0% | 1%[46.1 µM] | -2% | -3% | -1 | -1 | -12 | -2%
CCOc1ccccc1NC(=O)c1ccc(F)c(S(=O)(=O)N2CCC3(CC2)OCCO3)c1 | -9 | 21µM* | 2% | 3% | -7% | 4% | 10 | -18 | -2 | 1%
COc1cc2[nH]c(=S)n(CCN3CCCCC3C)c(=O)c2cc1OC (centres undefined) | -6 | 1% | 0% | 2% | -2% | 0% | -3 | -7 | 10 | -12%
COc1ccccc1N1CCN(CC(=O)NCc2ccc(Cl)cc2)CC1 | -7 | -13% | 0% | / | 3% | 5% | 29 | -14 | 6 | -5%
CCCN1CCN(C2CCCCC2NS(=O)(=O)c2ccc(Cl)cc2)CC1 (centres undefined) | -16 | ? | 1% | 0% | 7% | -7% | -1 | 1 | -5 | 4%
CC1(C)CC(=O)C(=Cc2cn(CCC#N)nc2-c2ccc(Cl)cc2)C(=O)C1 | -11 | 11% | 6% | 0%[46.1 µM] | -22% | -1% | -2 | 2 | -15 | -7%
Cc1cc(C)c(S(=O)(=O)N2CCOCC2)cc1C | 14 | 12% | 2% | 1% | -10% | 6% | 2 | -3 | 4 | 1%
Cc1ccc(S(=O)(=O)N2CCN(Cc3ccco3)CC2)c(C)c1 | -5 | 0% | -3% | 1% | 3% | 0% | 12 | -3 | 44 | -6%
CCOC(=O)c1ccccc1-n1c(C)cc(C2N=C(N)Nc3nc4ccccc4n32)c1C (centres undefined) | 17 | ? | 1% | 0% | 6% | 4% | 2 | 9 | 3 | 0%
CCOC(=O)c1sc(=NC(=O)CCSc2ccccc2)n(C)c1C | 2 | ? | 0% | / | -15% | 0% | 4 | -6 | 13 | -2%
O=C(NCc1ccccc1CN1CCCC1)c1ccc(Cl)c(S(=O)(=O)N2CCCC2)c1 | -30 | 7% | 0% | 8% | -12% | -2% | 3 | 5 | 3 | 0%
NC(=O)c1cc2cc(Br)ccc2o/c1=N/NC(=O)c1cccc(F)c1 | 0 | 0% | 0% | -1% | 5% | -35%[inhibitor] | 1 | 10 | -5 | -3%
CCn1c(C)nc2cc(C(=O)NNS(=O)(=O)c3ccc(C)cc3C)ccc21 | -12 | 1% | 2% | -3% | 7% | 1% | -3 | -16 | -2 | 5%
Cc1ccc2nc(-c3ccc(NC(=O)CN4CCN(c5ccccn5)CC4)cc3)sc2c1 | ? | ? | 4% | 1% | 18% | -5% | -2 | 9 | -1 | -3%
CCn1c(CNC(=O)c2ccco2)nnc1SCC(=O)c1ccc(OC)cc1 | -5 | 2% | 2% | 5% | -3% | 3% | 1 | -2 | 1 | 5%[11.5 µM]
CCC(=O)N/N=C/c1ccc(OS(=O)(=O)c2ccccc2)cc1 | -6 | 12% | 3% | 2% | 6% | 0% | 4 | -5 | -5 | 5%
CCC(C)Nc1nc2ccccc2n2c(C)nnc12 (centres undefined) | 9 | ? | 3% | 1% | -7% | 19% | 6 | -43 | 18 | 2%
CCc1c(C)c2ccc(O)c(CN(C)C)c2oc1=O | 6 | 14% | 0% | -8% | -9% | -5% | 0 | -10 | -1 | 6%

Another view of some results above:
Values run as follows: KCNH2 3.1 block | ELG1 DNA repair | USP2a inh | TCR act | Eya2 phos inh | Mito fusion act | TRPV1 agonist | hERG WT inh | TSHR antagonist | AT treatment
> CCOC(=O)c1ccccc1-n1c(C)cc(C2N=C(N)Nc3nc4ccccc4n32)c1C (centres undefined)
    17 | ? | 1% | 0% | 6% | 4% | 2 | 9 | 3 | 0%
> CCOC(=O)c1sc(=NC(=O)CCSc2ccccc2)n(C)c1C
    2 | ? | 0% | / | -15% | 0% | 4 | -6 | 13 | -2%
> O=C(NCc1ccccc1CN1CCCC1)c1ccc(Cl)c(S(=O)(=O)N2CCCC2)c1
    -30 | 7% | 0% | 8% | -12% | -2% | 3 | 5 | 3 | 0%
> NC(=O)c1cc2cc(Br)ccc2o/c1=N/NC(=O)c1cccc(F)c1
    0 | 0% | 0% | -1% | 5% | -35%[inhibitor] | 1 | 10 | -5 | -3%
> CCn1c(C)nc2cc(C(=O)NNS(=O)(=O)c3ccc(C)cc3C)ccc21
    -12 | 1% | 2% | -3% | 7% | 1% | -3 | -16 | -2 | 5%
> Cc1ccc2nc(-c3ccc(NC(=O)CN4CCN(c5ccccn5)CC4)cc3)sc2c1
    ? | ? | 4% | 1% | 18% | -5% | -2 | 9 | -1 | -3%
> CCn1c(CNC(=O)c2ccco2)nnc1SCC(=O)c1ccc(OC)cc1
    -5 | 2% | 2% | 5% | -3% | 3% | 1 | -2 | 1 | 5%[11.5 µM]
> CCC(=O)N/N=C/c1ccc(OS(=O)(=O)c2ccccc2)cc1
    -6 | 12% | 3% | 2% | 6% | 0% | 4 | -5 | -5 | 5%
> CCC(C)Nc1nc2ccccc2n2c(C)nnc12 (centres undefined)
    9 | ? | 3% | 1% | -7% | 19% | 6 | -43 | 18 | 2%
> CCc1c(C)c2ccc(O)c(CN(C)C)c2oc1=O
    6 | 14% | 0% | -8% | -9% | -5% | 0 | -10 | -1 | 6%

Screening data as filed in PubChem.

Only part of the results is shown; count on the stated rates, not on these rows.
